# LYPLA1 counter: LYPLA1 (human) inhibition in PME1 counter-screen. 0.16% of 320,000 active. inhibition, % at 5.9 µM. recombinant LYPLA1, FP-Rh probe fluorescence polarization;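 active means inhibition above the mean of all tested compounds plus 3 SD, set per campaign, cut at about 14% in these data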;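 further: inhibitors block serine hydrolase probe labeling of LYPLA1 so polarization falls; 0% = enzyme with DMSO and 100% = wells lacking LYPLA1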
# LYPLA2 counter: blocks human lysophospholipase 2, a PME1 counter-screen; O95372; recombinant LYPLA2, FP-Rh probe fluorescence polarization; inhibition, % at 5.9 µM; 0.38% of 320,000 active;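 active means inhibition above the screen-wide mean plus 3 SD, limit set per campaign, cut at about 26% in these data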;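 further: 0% = LYPLA2 with DMSO and 100% = wells lacking LYPLA2 enzyme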
# GSTO1 inh: blocks human GSTO1 in RBBP9 counter-screen; 1.1% of 300,000 active; inhibition, % at 5.96 µM; recombinant GSTO1, activity-based probe fluorescence polarization;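 active means inhibition above the campaign mean inhibition plus 3 SD, cut at about 35% in these data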;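 further: 0% = GSTO1-1 with DMSO and 100% = wells lacking GSTO1-1 enzyme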
# PAD4 FP inh: blocks human protein arginine deiminase 4 | recombinant PAD4, RCA probe fluorescence polarization | 0.41% of 330,000 active | Q9UM07 | inhibition, % at 6.36 µM;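 active means percent inhibition above a cutoff equal to the mean of all tested compounds plus 3 SD, cut at about 15% in these data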;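 further: 0% = PAD4 with RCA probe and DMSO and 100% = probe without PAD4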
# PREPL inh: human PREPL enzyme inhibition | Q4J6C6 | recombinant PREPL, fluorescence polarization activity-based probe | inhibition, % at 5.96 µM | 0.68% of 320,000 active | AID 2751; in the data active means inhibition above about 43%;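 further: 0% = enzyme with DMSO and 100% = wells lacking enzyme; many of its hits are not listed in these tables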
# Target sequence (Q4J6C6 whole entry, looked up): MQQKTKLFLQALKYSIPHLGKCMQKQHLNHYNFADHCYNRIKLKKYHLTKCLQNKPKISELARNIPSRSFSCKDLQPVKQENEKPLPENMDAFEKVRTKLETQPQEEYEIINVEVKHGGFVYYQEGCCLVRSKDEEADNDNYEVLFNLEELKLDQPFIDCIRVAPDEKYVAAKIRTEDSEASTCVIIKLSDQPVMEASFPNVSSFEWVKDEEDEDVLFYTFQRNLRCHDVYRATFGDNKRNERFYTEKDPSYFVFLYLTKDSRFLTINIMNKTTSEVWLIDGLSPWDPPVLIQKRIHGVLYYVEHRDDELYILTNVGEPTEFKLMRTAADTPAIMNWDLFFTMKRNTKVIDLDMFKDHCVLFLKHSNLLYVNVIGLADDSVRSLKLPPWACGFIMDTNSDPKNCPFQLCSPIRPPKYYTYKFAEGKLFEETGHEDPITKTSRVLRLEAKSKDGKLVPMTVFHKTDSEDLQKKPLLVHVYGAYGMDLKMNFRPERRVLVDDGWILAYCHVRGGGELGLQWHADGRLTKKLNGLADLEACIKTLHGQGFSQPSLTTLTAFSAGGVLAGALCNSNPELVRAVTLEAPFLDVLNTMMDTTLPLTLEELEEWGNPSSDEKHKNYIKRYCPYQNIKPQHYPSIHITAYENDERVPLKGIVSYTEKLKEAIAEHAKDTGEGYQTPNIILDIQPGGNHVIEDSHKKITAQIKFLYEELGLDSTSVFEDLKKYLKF
# PAFAH1B2 inh: PAFAH1B2 (human) inhibition. recombinant PAFAH1B2, FP-rhodamine activity probe, fluorescence polarization. P68402. inhibition, % at 3.39 µM. 1.2% of 340,000 active;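 active means inhibition above the mean of all tested compounds plus 3 SD, cut at about 24% in these data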;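 further: 0% = enzyme with DMSO and 100% = wells lacking PAFAH1B2; many of its hits are not listed in these tables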
# PME-1 inh: blocks human protein phosphatase methylesterase 1 | Q9Y570 | recombinant PME-1, FP-Rh probe fluorescence polarization | inhibition, % at 5.9 µM | 0.53% of 320,000 active | AID 2130;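 active means inhibition above the campaign mean of all compounds plus 3 SD, cut at about 26% in these data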;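 further: competitive labeling of PME-1 active site by serine hydrolase directed probe; 0% = PME-1 with DMSO and 100% = wells lacking PME-1 enzyme; inhibitors block probe labeling so polarization falls and inhibition rises; many of its hits are not listed in these tables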
# Target sequence (Q9Y570 whole entry, looked up): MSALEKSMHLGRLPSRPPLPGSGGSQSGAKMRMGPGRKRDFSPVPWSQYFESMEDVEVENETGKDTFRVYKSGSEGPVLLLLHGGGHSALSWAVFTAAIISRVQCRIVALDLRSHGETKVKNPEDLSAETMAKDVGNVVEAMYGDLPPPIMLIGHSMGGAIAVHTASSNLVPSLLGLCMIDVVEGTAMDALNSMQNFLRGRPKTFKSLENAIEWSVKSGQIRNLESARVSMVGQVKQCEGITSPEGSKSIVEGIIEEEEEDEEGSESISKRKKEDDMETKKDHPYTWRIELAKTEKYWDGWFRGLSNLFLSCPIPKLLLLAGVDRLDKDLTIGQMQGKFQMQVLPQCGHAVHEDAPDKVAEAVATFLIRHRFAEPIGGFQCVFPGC
# PAFAH1B3 FP inh: inhibitors of human PAFAH1B3. recombinant PAFAH1B3, FP-rhodamine probe, fluorescence polarization. inhibition, % at 3.39 µM. 0.28% of 340,000 active;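 active means inhibition above the screen-wide average of all tested compounds plus 3 SD, cut at about 25% in these data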;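 further: 0% = enzyme with DMSO only and 100% = wells lacking PAFAH1B3 protein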
# pPAFAH inh: pPAFAH (human) enzyme inhibition; Q13093; recombinant pPAFAH, FP-rhodamine probe fluorescence polarization; inhibition, % at 3.39 µM; 1.5% of 330,000 active;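 active means inhibition above the mean inhibition across the screen plus 3 SD, cut at about 25% in these data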;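 further: inhibitors block binding of the rhodamine activity-based probe so polarization drops; 0% = enzyme with DMSO and 100% = wells lacking pPAFAH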
# Active calls of the source: *; · = not tested or not shown. Not all compounds are listed. The share of hits here may be higher or lower than overall.
SMILES,LYPLA1 counter,LYPLA2 counter,GSTO1 inh,PAD4 FP inh,PREPL inh,PAFAH1B2 inh,PME-1 inh,PAFAH1B3 FP inh,pPAFAH inh
CC(=O)Nc1ccc(N2CCOCC2)c(Cl)c1,-2,-1,3,-1,1,3,6,-3,6
COC(=O)c1ccc(C)c(NC(=O)C(CCSC)NC(=O)c2cc(OC)c(OC)c(OC)c2)c1 (configuration not stated),3,-2,-4,-7,-3,5,-9,7,2
Cc1csc(=O)n1CC(=O)OCC(=O)NCc1ccccc1,1,3,-11,-1,1,8,-1,6,3
Cc1noc(C)c1C(=O)OCC(=O)c1ccc[nH]1,-3,1,6,-4,0,5,-1,9,-1
CCCC(=O)Nc1ccc2oc(=O)ccc2c1,0,4,0,-7,-3,4,-8,6,4
CCn1nc(C(=O)OCC(=O)N(CC(C)C)c2c(N)n(Cc3ccccc3)c(=O)[nH]c2=O)c2ccccc2c1=O,4,0,0,-7,7,5,-2,7,-4
COc1cc2c(cc1OC)C(C(=O)Nc1ccccn1)C(c1cccnc1)N(C)C2=O (configuration not stated),-1,6,1,-5,2,6,-4,12,4
CCOC(=O)c1ccc2nc(NC(NC(C)=O)(C(=O)OC)C(F)(F)F)sc2c1 (configuration not stated),0,-1,2,-6,1,1,0,0,8
c1nc(N2CCOCC2)c2[nH]cnc2n1,2,7,5,0,3,8,3,10,-2
C=CCn1c(CNS(=O)(=O)c2ccc(Cl)cc2)n[nH]c1=S,-4,0,5,-4,-2,5,5,-7,-1
CC1(C)CC(=O)C(C=NCC2CCN(C(=O)Nc3ccc(Cl)c(Cl)c3)CC2)=C(O)C1,-1,1,0,-6,3,-2,0,0,3
CCOc1ccc(-n2c(O)c(/C=N/c3ccnn3Cc3ccncc3)c3ccccc3c2=O)cc1,3,-5,8,-2,15,1,5,10,-4
COC(=O)/C(=N\Nc1ccc(Cl)cc1)Sc1nnc(-c2ccc(OC)cc2)n1C,-5,-2,9,-7,16,-3,-2,1,3
COCCNC(=O)C(c1ccc(F)cc1)N(Cc1cccs1)C(=O)CCC(=O)Nc1ccccn1 (configuration not stated),-1,-3,0,3,-5,15,0,0,1
CC(=O)Nc1ccc(C(F)(F)F)cc1Cl,-2,5,-1,-1,1,-1,-1,0,3
COc1ccc(OCC(O)CN2CCN(c3ccc(Cl)cc3)CC2)cc1 (configuration not stated),-3,-1,-1,0,14,10,-1,9,2
Cc1cc(=O)[nH]c(S)c1C#N,-1,-2,25,4,5,·,-10,·,-5
CC1CCCN(C(=O)COc2ccc(NC(=O)c3cccs3)cc2)C1 (configuration not stated),-2,0,10,0,-3,4,2,0,1
COC(=O)c1c(C)[nH]c(C(=O)NCc2ccco2)c1C,-2,1,-1,-4,-1,5,1,0,2
O=C(CN1CCN(S(=O)(=O)N2CCOCC2)CC1)Nc1cc(Cl)cc(Cl)c1,-3,3,7,-2,3,6,5,-2,7

# Among those listed so far, two have a thiophene ring, fused or not.
SMILES,LYPLA1 counter,LYPLA2 counter,GSTO1 inh,PAD4 FP inh,PREPL inh,PAFAH1B2 inh,PME-1 inh,PAFAH1B3 FP inh,pPAFAH inh
COCCNC(=O)C(c1ccc(F)cc1)N(Cc1cccs1)C(=O)CCC(=O)Nc1ccccn1 (configuration not stated),-1,-3,0,3,-5,15,0,0,1
CC1CCCN(C(=O)COc2ccc(NC(=O)c3cccs3)cc2)C1 (configuration not stated),-2,0,10,0,-3,4,2,0,1

# Going on with the list:
SMILES,LYPLA1 counter,LYPLA2 counter,GSTO1 inh,PAD4 FP inh,PREPL inh,PAFAH1B2 inh,PME-1 inh,PAFAH1B3 FP inh,pPAFAH inh
O=C(NC(CC(=O)N1CCN(c2ccccc2)CC1)c1ccccc1)c1ccccc1Cl (configuration not stated),0,0,3,-5,12,5,5,3,-2
COc1ccc(-n2c(C)nn(C)c2=O)c(OC)c1,2,0,4,2,22,4,8,5,2
Cc1ccccc1/C=C1\Sc2ccc(C(=O)N3CCN(c4ccccn4)CC3)cc2N(C)C1=O,-5,1,1,2,12,5,-3,3,23
COc1ccc(C(=O)Nn2c(SCC(=O)NC3CCCC3)nc3ccccc3c2=O)cc1,1,12,2,-4,2,1,2,5,-2
CCOC(=O)c1csc(NC(=O)c2ccc(S(=O)(=O)N(CC)CC)cc2)n1,-2,0,4,-2,0,6,1,-1,2
CCN(C(=O)CSc1nc2ccccc2c(=O)n1C(C)COC)C1CCS(=O)(=O)C1 (configuration not stated),2,8,5,-18,7,4,4,8,3
CS/C(=N\S(=O)(=O)c1cccs1)Nc1ccc(F)cc1,0,-2,6,1,-12,7,-3,5,-1
COc1c(F)c(F)c(C(=O)Nc2ccc(-c3nc4ccccc4[nH]3)cc2)c(F)c1F,1,-8,-2,-2,-6,5,-8,5,-3
O=C(CSc1ncn(-c2ccccc2)n1)Nc1nc2ccccc2s1,-4,-3,-2,-1,-57,-2,3,4,2
c1ccc(-c2ccc(C(c3ccccc3)n3ccnc3)cc2)cc1 (configuration not stated),-4,27*,3,-4,-4,1,-5,6,8
Cc1cc2oc3ccc(NCCC4CCCN4C)cc3c(=O)c2cc1C (configuration not stated),7,3,-8,-2,16,2,8,3,1
CCCC(=O)N1CCN(S(=O)(=O)c2cc(Cl)ccc2OC)CC1,0,2,5,-3,19,0,-1,10,3
CCN(CC)S(=O)(=O)c1ccc(Cl)c(NC(=O)CSc2nnc(-c3cccs3)o2)c1,3,0,5,-5,15,3,2,-5,4
CC(C)COc1ccc(C(=O)NC(Cc2c[nH]c3ccccc23)C(=O)NN)cc1 (configuration not stated),-4,-3,-9,-4,16,5,-3,-1,9
Cc1c(NC(=O)c2cccc(NC(=O)COc3ccccc3)c2)c(=O)n(-c2ccccc2)n1C,5,3,·,5,9,3,3,-2,-4
CSc1ccc(NC(=O)C(C)N2CCN(C)CC2)cc1 (configuration not stated),3,6,-4,1,2,-3,0,3,4
COCCNC(=S)N(CCc1c(C)[nH]c2ccc(Cl)cc12)Cc1cccs1,-2,-1,9,-1,12,5,8,4,18
Cn1cc(CC(=O)Nc2cccc(C#N)c2)c2ccccc21,-1,0,-4,-6,9,0,-3,0,2
CC(C)OC(=O)CSc1nnc(-c2ccc([N+](=O)[O-])cc2)o1,-1,-3,1,-4,5,4,-3,5,-3
O=S(=O)(NCC1CCCO1)c1ccc(S(=O)(=O)N2CCCC2)cc1 (configuration not stated),1,6,-6,-2,6,-6,4,6,3
COc1ccc(-c2ncncc2-c2csc(C)n2)c(O)c1,-1,0,0,0,5,4,0,8,-4
COc1ccc(CN(Cc2ccccn2)C(=O)CN2C(=O)C(C)Oc3ccccc32)cc1 (configuration not stated),-1,-3,5,2,0,3,-1,-2,1
COc1ccc(-n2c(=O)[nH]cc(C(=O)Nc3ccc4c(c3)OCCO4)c2=O)cc1OC,5,4,-3,1,-1,0,1,5,6
O=C(Nn1cnc2ccccc2c1=O)c1ccccc1F,0,5,-6,1,21,1,1,1,1
COc1cccc(NC(=O)c2ccc3snnc3c2)c1,0,7,-2,-2,13,2,-4,3,4
CCN(CC)S(=O)(=O)c1cc(NC(=O)COC(=O)CCc2nc3ccccc3s2)ccc1C,-3,-4,5,-3,12,3,5,9,17
CC(=O)Oc1c(S(=O)(=O)c2ccccc2)c(C)nn1C(C)(C)C,2,5,-2,-4,0,-1,23,1,1
NCCSc1c(-c2ccc(F)cc2)[nH]c2ccccc12,-1,-3,0,1,27,0,8,1,0
O=C(NCc1ccccc1)C1CCCN1S(=O)(=O)c1ccc(F)cc1 (configuration not stated),-2,0,-3,-5,5,5,-5,13,0
Cc1cccn2c(=O)c3cc(C(=O)NCCN4CCOCC4)c(=N)n(Cc4cccnc4)c3nc12,-3,4,7,-2,7,-5,5,-4,12
CCOc1ccc(NC(=O)CNC(=O)c2cn(-c3ccccc3OC)c(=O)c3ccccc23)cc1,-4,7,0,-2,1,0,3,1,0
CC(NC(=O)c1ccccc1)c1nc2ccccc2n1Cc1ccccc1F (configuration not stated),-3,2,0,-2,-8,·,-3,·,7
O=C(CNC(=O)c1ccc2c(c1)OCO2)N/N=C/c1cccc([N+](=O)[O-])c1,0,11,2,0,0,1,0,4,5
Cc1cc(C)n(-c2ccc(C(=O)NC(C)C)cc2)n1,1,-6,0,-5,15,3,-2,10,-7
O=C1CC(c2cccc(F)c2)C2=C(CCCC2=O)N1 (configuration not stated),-1,-2,2,-2,-1,2,-3,2,2
O=C(NCC(=O)N(c1ccccc1)C(C(=O)NC1CCCCC1)c1cccnc1)c1cccs1 (configuration not stated),-1,7,-3,0,-6,1,3,11,2
Cc1[nH]c2ccccc2c1/C=N/NC(=O)c1cccc(S(=O)(=O)Nc2cccc(C(F)(F)F)c2)c1,-10,-17,-31,1,15,35*,21,43*,40*
O=C(CC1C(=O)NCCN1Cc1cccc(F)c1)NC1CCC1 (configuration not stated),-1,2,-2,0,6,4,4,-2,5
Cc1cccc(-n2ncc3c(NCCc4ccc(S(N)(=O)=O)cc4)ncnc32)c1,-4,-1,-10,0,-2,0,-4,-1,1
O=C(NC1CCN(Cc2ccccc2)CC1)c1ccc2c(c1)OCCCO2,0,7,1,1,3,-4,-1,11,4
Cn1nc(C(=O)N2CCN(c3ccccc3)CC2)c2c1-c1ccccc1S(=O)(=O)C2,-1,3,-1,-1,5,3,-2,9,2

# In another format: entries from further up
# Values run as follows: LYPLA1 counter, LYPLA2 counter, GSTO1 inh, PAD4 FP inh, PREPL inh, PAFAH1B2 inh, PME-1 inh, PAFAH1B3 FP inh, pPAFAH inh
- COc1ccc(CN(Cc2ccccn2)C(=O)CN2C(=O)C(C)Oc3ccccc32)cc1 (configuration not stated)
    -1, -3, 5, 2, 0, 3, -1, -2, 1
- COc1ccc(-n2c(=O)[nH]cc(C(=O)Nc3ccc4c(c3)OCCO4)c2=O)cc1OC
    5, 4, -3, 1, -1, 0, 1, 5, 6
- O=C(Nn1cnc2ccccc2c1=O)c1ccccc1F
    0, 5, -6, 1, 21, 1, 1, 1, 1
- COc1cccc(NC(=O)c2ccc3snnc3c2)c1
    0, 7, -2, -2, 13, 2, -4, 3, 4
- CCN(CC)S(=O)(=O)c1cc(NC(=O)COC(=O)CCc2nc3ccccc3s2)ccc1C
    -3, -4, 5, -3, 12, 3, 5, 9, 17
- CC(=O)Oc1c(S(=O)(=O)c2ccccc2)c(C)nn1C(C)(C)C
    2, 5, -2, -4, 0, -1, 23, 1, 1
- NCCSc1c(-c2ccc(F)cc2)[nH]c2ccccc12
    -1, -3, 0, 1, 27, 0, 8, 1, 0
- O=C(NCc1ccccc1)C1CCCN1S(=O)(=O)c1ccc(F)cc1 (configuration not stated)
    -2, 0, -3, -5, 5, 5, -5, 13, 0
- Cc1cccn2c(=O)c3cc(C(=O)NCCN4CCOCC4)c(=N)n(Cc4cccnc4)c3nc12
    -3, 4, 7, -2, 7, -5, 5, -4, 12
- CCOc1ccc(NC(=O)CNC(=O)c2cn(-c3ccccc3OC)c(=O)c3ccccc23)cc1
    -4, 7, 0, -2, 1, 0, 3, 1, 0
- CC(NC(=O)c1ccccc1)c1nc2ccccc2n1Cc1ccccc1F (configuration not stated)
    -3, 2, 0, -2, -8, ·, -3, ·, 7
- O=C(CNC(=O)c1ccc2c(c1)OCO2)N/N=C/c1cccc([N+](=O)[O-])c1
    0, 11, 2, 0, 0, 1, 0, 4, 5
- Cc1cc(C)n(-c2ccc(C(=O)NC(C)C)cc2)n1
    1, -6, 0, -5, 15, 3, -2, 10, -7
